Bioassay records (PubChem BioAssay)
CAL PDZ FP-1: blocks peptide binding to human CAL PDZ domain; Q9HD26; AID 504414; 330,000 tested, 0.02% active; purified CAL PDZ, TMR-peptide fluorescence polarization, 1 h; inhibition, % at 20 µM;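 active = highest replicate inhibition of at least 40%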;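 note: plate controls were DMSO neutral control wells for no effect and unlabeled competitor peptide control wells for full effect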
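System: tagged CAL PDZ domain. Schedule: 1 h room-temperature incubation prior to read. Signal: fluorescence polarization (mP). Measure: percent inhibition from loss of millipolarization.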
Pemphigus Ab inh: human desmoglein-3 autoantibody binding inhibition | P32926 | DSG3-coupled beads, scFv-anti-DSG3-GFP binding, flow cytometry; hits give low values | binding (percent of control), % at 10 µM | 310,000 tested, 0.48% active | AID 588358;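 active = binding more than 3 SD below its plate's average and above zero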;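 note: hits lower antibody fragment binding to DSG3; some compounds called inactive have numbers as strong as hits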
LANA DNA inh: inhibitors of KSHV LANA C-terminal domain DNA binding | inhibition, % at 9 µM | 340,000 tested, 0.078% active | MBP-C-LANA/FAM-LBS DNA binding, fluorescence polarization;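 active = highest replicate inhibition at or above 60% at 9 µM, even if other replicates fall short; inactive = all replicates below 60% inhibition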;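 note: 0% = neutral control wells and 100% = 4 µM acridine orange control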
Keap1 Nrf2 FP: disrupts human Keap1 binding to Nrf2 peptide | inhibition, % at 9.4 µM | Q14145 | AID 504523 | 340,000 tested, 0.15% active | Keap1 Kelch-Nrf2 peptide fluorescence polarization, 1536-well; in the data active = inhibition above about 12%;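 note: human Keap1 Kelch domain with fluorescein labeled Nrf2 9mer peptide probe; 0% = neutral control wells and 100% = peptide positive control; higher means more block of Keap1 binding to Nrf2 peptide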
Target sequence (Q14145 whole entry, looked up, the tested form may be a part): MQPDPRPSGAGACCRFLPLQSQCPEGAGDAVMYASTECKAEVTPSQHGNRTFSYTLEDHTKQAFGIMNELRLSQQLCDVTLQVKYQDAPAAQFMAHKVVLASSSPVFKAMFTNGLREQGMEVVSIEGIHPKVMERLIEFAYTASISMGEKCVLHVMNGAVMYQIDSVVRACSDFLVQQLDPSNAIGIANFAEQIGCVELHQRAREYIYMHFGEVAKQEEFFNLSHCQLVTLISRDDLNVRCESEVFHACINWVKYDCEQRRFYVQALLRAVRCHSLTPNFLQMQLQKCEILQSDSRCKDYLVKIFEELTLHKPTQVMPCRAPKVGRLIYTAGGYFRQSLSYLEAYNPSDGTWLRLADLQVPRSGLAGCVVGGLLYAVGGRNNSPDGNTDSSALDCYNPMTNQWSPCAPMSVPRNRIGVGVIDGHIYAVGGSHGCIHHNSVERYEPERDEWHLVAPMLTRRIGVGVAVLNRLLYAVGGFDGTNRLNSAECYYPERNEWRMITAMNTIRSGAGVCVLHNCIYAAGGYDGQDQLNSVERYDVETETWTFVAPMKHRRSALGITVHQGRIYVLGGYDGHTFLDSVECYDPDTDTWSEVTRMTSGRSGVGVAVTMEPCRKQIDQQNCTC
Arr AP2 block: inhibitors of human beta-arrestin and AP2 interaction | AID 504490 | 340,000 tested, 0.31% active | inhibition, % at 10 µM | FITC-arrestin peptide / GST-AP2 beads, flow cytometry; AP2 beta2 appendage carries R879A mutation;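 active = inhibition above a set limit, near 3 SD of compounds lacking own fluorescence, cut at about 54% in these data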;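 note: plate controls were DMSO wells for no effect and 5 µM unlabelled arrestin peptide for full effect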
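System: GST-AP2 R879A glutathione beads; medium: PBS, Tween 20 0.05%, BSA 0.1%; reagent: fluorescein-tagged arrestin peptide at 50 nM final; schedule: pre-incubation 12 min, peptide binding 1 h, room temperature; detection: flow cytometry, FL1 (488/535 nm); read-out: inhibition as reduced fluorescein signal on beads, percent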
CAL PDZ FP-2: blocks peptide binding to the human CAL PDZ domain. Q9HD26. purified CAL PDZ, TMR-peptide fluorescence polarization, 1 h. inhibition, % at 24.9 µM. 300,000 tested, 0.92% active. AID 602252;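 active = mean inhibition of at least 30% with at least half of replicates also reaching 30%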;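 note: 0% = DMSO neutral control and 100% = excess unlabeled competitor peptide PRC23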
DAGLB inh: diacylglycerol lipase beta (human) inhibition | AID 504411 | 340,000 tested, 0.059% active | HEK293T DAGLB membrane lysate, EnzChek fluorogenic substrate | inhibition, % at 5.17 µM | Q8NCG7; in the data active = inhibition above about 34%;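 note: 0% = enzyme with vehicle and 100% = wells lacking enzyme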
V-ATPase pH: yeast V-ATPase proton transport regulation by pHLuorin; S. cerevisiae, pHLuorin cytosolic pH fluorescence; response, % at 10 µM; 350,000 tested, 0.37% active; AID 504577; in the data active = response mostly above about 7.3%, no sharp cut-off; inactive = mostly below about 5.4%; note: actives read high; inactives centre near 0; some compounds called inactive have numbers as strong as hits; reference of the scale not given here
RTF Ca sens inh: cardiac RTF calcium desensitization; inhibition, % at 7.15 µM; 340,000 tested, 0.12% active; IANBD-labeled cardiac RTF, Ca2+ fluorescence; P19429+P45379;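 active = inhibition above the mean inhibition of all tested compounds plus 3 SD, cut at about 17% in these data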;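 note: assay run at fixed EC70 calcium of 1.6 mM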
NSD2 HMT inh: inhibitors of human histone methyltransferase NSD2; AID 743445; inhibition, % at 12.5 µM; 310,000 tested, 0.54% active; NSD2 peptide methylation, AlphaScreen, 120 min; in the data active = inhibition above about 50%
Active calls of the source: *; . = not tested or not shown.

structure	CAL PDZ FP-1	Pemphigus Ab inh	LANA DNA inh	Keap1 Nrf2 FP	Arr AP2 block	CAL PDZ FP-2	DAGLB inh	V-ATPase pH	RTF Ca sens inh	NSD2 HMT inh
CC(C)Cn1c(=O)c2c(nc3n2CCCN3Cc2ccccc2)n(C)c1=O	.	104.3	-2.8	-2.9	19.1	-4.8	2.6	1.0	-12.0	5.6
COc1ccc(CCNC(=O)CSc2ccc(-c3ccco3)nn2)cc1OC	0.4	98.6	0.1	-2.8	2.0	0.4	4.3	-2.5	-23.0	-1.5
CC(C)(C)OC(=O)N1CCC[C@H]1C(=O)N/N=C/c1ccc2ncccc2c1	-0.8	103.3	0.2	-1.8	-22.5	1.2	5.3	-1.3	-0.8	11.2
Cc1ccc(Oc2cc(NC(=O)CCCn3nc([N+](=O)[O-])cc3C)cc([N+](=O)[O-])c2)cc1	0.7	92.6	1.2	-0.4	34.4	-2.5	-4.6	1.7	3.3	-0.7
O=C(COC(=O)c1cc(S(=O)(=O)N2CCOCC2)ccc1F)NC1CC1	-0.5	100.0	-1.4	-4.0	31.1	-5.0	-0.1	-7.8	-1.0	-0.1
O=C(NCCS(=O)(=O)N1CCN(c2cccc(Cl)c2)CC1)c1ccco1	0.0	97.3	0.4	-5.2	-4.8	4.0	2.0	-2.0	3.8	-1.3
COc1ccc(C(C(=O)NC2CCCCC2)N(Cc2ccco2)C(=O)CNC(=O)c2ccco2)cc1 (stereo not given)	-0.2	98.6	0.1	0.9	13.2	-1.1	0.8	5.8	-1.0	-2.6
CCC(C)NC(=O)C1=C(C)C(=O)OC12CCC(C)CC2 (stereo not given)	-0.7	100.4	0.0	-4.1	-3.1	-8.3	0.3	1.3	-6.2	.
CC(C)C[C@H](NC(=O)c1nc[nH]c1C(=O)N1CCNCC1)C(=O)OCc1ccccc1	1.2	99.1	1.3	3.5	22.6	5.1	-3.1	3.7	-14.9	.
Cc1cc(C)cc(NC(=O)CN2CCN(C(=O)C3CCCO3)CC2)c1 (stereo not given)	0.3	103.8	-1.3	-0.3	15.3	.	3.4	-0.4	-6.5	15.3
Cc1cc2occ(CC(=O)N(CC(C)C)c3c(N)n(Cc4ccccc4)c(=O)[nH]c3=O)c2cc1C	-2.8	94.1	-0.4	3.7	26.9	-1.6	7.7	6.2	-5.5	-0.6
CC1(C)Cc2c(sc(NC(=O)c3ccco3)c2C#N)CO1	-2.9	.	0.6	-3.1	-15.5	-2.5	0.5	0.4	-3.7	2.8
C(=N\Nc1ccc2ccccc2n1)/c1ccc2c(c1)OCCO2	0.8	105.9	1.6	3.5	39.6	.	0.6	-1.6	8.0	7.7
Cc1cccnc1NC(=O)c1ccc(S(=O)(=O)N2CCCC2)cc1	.	106.7	.	.	.	.	-1.3	-0.3	.	-1.4
CCC(C(=O)OCC(=O)N(CC)c1c(N)n(Cc2ccccc2)c(=O)[nH]c1=O)c1ccccc1 (stereo not given)	1.3	92.0	1.4	0.3	1.0	6.4	1.7	1.6	0.3	1.8
COC(=O)CNc1nc(-c2cccnc2)nc2ccccc12	-2.1	92.2	0.9	3.6	27.4	0.9	1.5	1.8	-2.0	.
COc1ccc2cc3cc(C(=O)NC4CC4)sc3nc2c1	-2.6	124.5	-0.1	-2.8	2.1	-2.1	-1.0	0.6	-2.4	5.7
COc1ccc(OC)c(-c2cc(C(=O)NCCN3CCOCC3)no2)c1	-1.1	102.2	1.4	-3.2	1.5	.	-0.4	-0.9	0.5	0.4
CC1=Nn2c(nnc2-c2cccs2)SC1	0.0	110.4	-0.8	-2.2	-1.3	1.5	-0.7	-1.4	-1.8	-0.1
O=C(CCCCCn1c(=S)[nH]c2cc3c(cc2c1=O)OCO3)N1CCN(c2ccccc2)CC1	-1.0	.	-1.1	-0.3	4.0	-0.5	-0.1	1.7	-7.5	-0.4
Cc1ccc(-c2csc3n[nH]c(=S)n23)cc1	0.2	103.8	0.6	-2.5	2.3	-3.5	-2.5	4.7	-33.2	2.2
C/C(=C\c1cccc(Cl)c1)C(=O)c1c(C)cc(C)[nH]c1=O	0.2	99.2	-2.0	1.5	0.4	-2.2	-1.2	1.0	-7.6	2.3
CCS(=O)(=O)n1nc(-c2ccccc2)nc1SC	-0.2	97.9	-0.6	-3.5	18.6	5.0	-0.9	-0.6	2.0	.
O=C(NNC(=O)C1CCN(S(=O)(=O)c2ccc(Cl)cc2)CC1)c1ccncc1	-1.9	85.8	0.2	5.1	-5.8	1.7	-1.5	5.2	-1.9	1.9
CCOCCCNC(=O)C1CCN(S(=O)(=O)c2c(C)noc2/C=C\c2ccc(OC)cc2)CC1	-0.9	95.0	-0.4	-2.2	4.8	-1.6	0.5	-3.3	-8.8	1.2
Cc1c(NC(=S)N/N=C/c2ccc(O)cc2)c(=O)n(-c2ccccc2)n1C	-3.4	107.1	-0.2	-6.0	-0.6	-5.1	-2.7	-1.1	2.9	-0.1
COc1ccc(S(=O)(=O)N2CCCCC2)cc1NC(=O)c1ccc2c(c1)OCO2	-0.9	108.0	0.3	2.7	39.1	-3.1	-3.8	1.0	15.7	-2.0
O=S(=O)(c1ccc(Br)cc1)N1CCCc2ccccc21	-0.6	136.6	-0.2	-0.1	5.9	-5.9	-7.3	0.0	-8.2	-10.0
Cc1[nH]nc(N2CCCCCC2)c1[N+](=O)[O-]	-0.1	105.1	1.3	-0.2	2.4	0.5	-3.1	6.4	-12.6	-1.4
O=C(O)c1ccc2cc(-c3ccccc3)[nH]c2c1	-0.8	104.0	-2.5	-2.9	15.5	.	1.3	1.7	-3.3	29.6
CC(=O)Nc1ccc(N2CCN(Cc3ccccc3)CC2)cc1	-0.5	111.6	-1.7	0.0	3.1	-7.1	-2.0	-3.2	0.6	2.2
Cc1c(C(=O)O)sc2nc3n(c(=O)c12)CCCCC3	2.0	.	1.0	1.8	5.8	0.3	-1.7	3.0	-6.3	22.5
CCn1cc(C(=O)O)c(=O)c2cc(F)c(N3CCNCC3)cc21	0.2	115.2	2.3	-1.7	-1.0	-3.9	5.8	2.1	-6.0	.
NS(=O)(=O)c1ccc(CNS(=O)(=O)c2cc(Cl)ccc2Cl)cc1	-1.5	99.5	4.8	2.3	-23.9	-3.1	0.2	-3.3	-3.3	.
Cc1c(C(=O)NCCSCc2ccccc2Cl)cccc1[N+](=O)[O-]	-1.0	104.9	0.4	-0.9	2.9	2.7	-5.1	8.9	-9.3	-8.0
CC(C)NC(=O)CSCc1ccccc1Cl	-2.7	104.0	-0.9	-2.6	16.2	-0.7	-0.6	-2.5	-5.6	-2.8
Cn1c(CNS(=O)(=O)c2cccc(Cl)c2)cc(=O)n(C)c1=O	-3.2	104.8	-1.3	-0.7	-12.4	-1.5	1.0	2.5	-4.5	-5.4
CC(=O)N=C1SC2CS(=O)(=O)CC2N1c1c(Cl)cccc1Cl (stereo not given)	-0.9	.	1.1	-3.8	2.9	-4.0	0.5	-3.8	0.3	-2.0
COc1ccc2c(CC(=O)OCC(=O)c3ccc(F)cc3)coc2c1	-0.6	83.6	1.9	-0.8	5.1	-3.0	-4.0	-1.5	-4.4	-1.9
O=C(Nc1ccc(Cc2ccncc2)cc1)C1CCC(N2C(=O)C3C4C=CC(C5CC45)C3C2=O)CC1 (stereo not given)	.	.	0.1	-2.0	-11.3	0.7	-2.3	-9.0	-0.5	-8.1
CC(=O)OCC(=O)[C@@]1(O)CC[C@H]2[C@@H]3CCC4=CC(=O)C=C[C@]4(C)[C@H]3C(=O)C[C@@]21C	-4.0	97.7	-1.6	0.1	-6.8	-3.3	0.2	0.5	-4.5	-1.0
CCOc1ccc2nc(Cl)c(CN(C(=O)c3cnccn3)C3CCCC3)cc2c1	-1.3	95.3	2.3	5.5	0.2	-1.3	-1.2	3.0	-1.2	-1.8
CC(CN1CCC(n2nccc2NC(=O)CCCc2ccccc2)CC1)c1ccccc1 (stereo not given)	0.9	112.4	-0.8	-4.4	11.9	-4.4	2.5	1.1	-7.8	0.5
Cc1ccsc1/C=C1\SC(N2CC(C)OC(C)C2)=NC1=O (stereo not given)	-1.2	99.2	-0.8	0.2	10.7	-4.9	-3.8	-6.7	3.1	1.8
Cc1cnc(C(=O)Nc2ccc(S(=O)(=O)N(C(C)C)C(C)C)cc2)cn1	-1.4	110.3	2.7	-6.0	-5.2	-1.9	2.0	3.0	-10.9	-2.6
Cc1ccc2cc(CNC(C)C)c(=O)[nH]c2c1	-0.8	102.4	-0.4	-4.4	1.6	-1.4	-2.1	1.8	-8.8	9.8
Cc1ccc2c(c1)C(=O)CC(c1ccc3c(c1)OCCO3)O2 (stereo not given)	-1.7	99.6	0.0	1.8	-14.3	.	-18.9	4.0	-13.6	-6.9
CN(C)CCCNc1ncnc2c1c(-c1ccccc1)cn2-c1ccccc1	-1.6	102.5	-1.7	-4.6	17.9	.	3.2	-4.7	-12.8	.

Full records, looked up by structure.
Cc1ccc2cc(CNC(C)C)c(=O)[nH]c2c1 is listed with CAL PDZ FP-1: -0.8; Pemphigus Ab inh: 102.4; LANA DNA inh: -0.4; Keap1 Nrf2 FP: -4.4; Arr AP2 block: 1.6; CAL PDZ FP-2: -1.4; DAGLB inh: -2.1; V-ATPase pH: 1.8; RTF Ca sens inh: -8.8; NSD2 HMT inh: 9.8
CC(=O)N=C1SC2CS(=O)(=O)CC2N1c1c(Cl)cccc1Cl (stereo not given) is listed with CAL PDZ FP-1: -0.9; Pemphigus Ab inh: .; LANA DNA inh: 1.1; Keap1 Nrf2 FP: -3.8; Arr AP2 block: 2.9; CAL PDZ FP-2: -4.0; DAGLB inh: 0.5; V-ATPase pH: -3.8; RTF Ca sens inh: 0.3; NSD2 HMT inh: -2.0

Six entries from above, arranged by their value in LANA DNA inh, falling:
Compound | LANA DNA inh
COc1ccc2c(CC(=O)OCC(=O)c3ccc(F)cc3)coc2c1 | 1.9
O=C(Nc1ccc(Cc2ccncc2)cc1)C1CCC(N2C(=O)C3C4C=CC(C5CC45)C3C2=O)CC1 (stereo not given) | 0.1
Cc1ccc2cc(CNC(C)C)c(=O)[nH]c2c1 | -0.4
Cc1ccsc1/C=C1\SC(N2CC(C)OC(C)C2)=NC1=O (stereo not given) | -0.8
Cn1c(CNS(=O)(=O)c2cccc(Cl)c2)cc(=O)n(C)c1=O | -1.3
CN(C)CCCNc1ncnc2c1c(-c1ccccc1)cn2-c1ccccc1 | -1.7

Among those listed so far, 2 have an aryl thioether with sulfur outside any ring.
structure	CAL PDZ FP-1	Pemphigus Ab inh	LANA DNA inh	Keap1 Nrf2 FP	Arr AP2 block	CAL PDZ FP-2	DAGLB inh	V-ATPase pH	RTF Ca sens inh	NSD2 HMT inh
COc1ccc(CCNC(=O)CSc2ccc(-c3ccco3)nn2)cc1OC	0.4	98.6	0.1	-2.8	2.0	0.4	4.3	-2.5	-23.0	-1.5
CCS(=O)(=O)n1nc(-c2ccccc2)nc1SC	-0.2	97.9	-0.6	-3.5	18.6	5.0	-0.9	-0.6	2.0	.

A portion of the library (hit frequency here may not be typical).
